TNAP inh hiacc: human TNAP enzyme inhibitors, primary screen, biochemical, luminescent, high phosphate acceptor level, uHTS; Alkaline phosphatase, tissue-nonspecific isozyme (Homo sapiens), P05186; purified TNAP, CDP-star luminescence, 1 M DEA; inhibition, % at 20 µM; 200,000 compounds, 0.03% hits; AID 1135, 2008;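 active means over 50% inhibition of tissue-nonspecific alkaline phosphatase at 20 µM in the single-dose screen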;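 further: plate controls were DMSO wells for no effect and EDTA-quenched wells as full inhibition for full effect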
Target sequence (P05186 whole entry, looked up): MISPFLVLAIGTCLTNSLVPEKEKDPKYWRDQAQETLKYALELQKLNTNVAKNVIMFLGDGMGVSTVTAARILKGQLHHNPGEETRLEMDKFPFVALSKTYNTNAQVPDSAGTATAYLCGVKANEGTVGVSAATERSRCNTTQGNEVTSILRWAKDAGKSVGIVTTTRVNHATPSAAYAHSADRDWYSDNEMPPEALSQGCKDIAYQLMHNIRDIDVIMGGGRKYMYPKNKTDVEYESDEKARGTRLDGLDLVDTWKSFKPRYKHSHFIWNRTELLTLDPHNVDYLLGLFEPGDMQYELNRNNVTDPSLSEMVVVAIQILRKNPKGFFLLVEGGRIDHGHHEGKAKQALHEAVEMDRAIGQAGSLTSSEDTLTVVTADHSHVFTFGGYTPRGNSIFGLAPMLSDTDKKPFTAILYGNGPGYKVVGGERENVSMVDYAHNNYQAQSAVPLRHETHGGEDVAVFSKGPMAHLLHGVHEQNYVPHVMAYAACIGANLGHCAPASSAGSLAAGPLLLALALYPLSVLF
bIAP inh: bovine intestinal alkaline phosphatase inhibitors, primary screen, selectivity assay for TNAP inhibitor project, biochemical, bovine IAP, CDP-star luminescence; alkaline phosphatase, intestinal [Bos taurus]; 190,000 tested, under 10 active; inhibition, % at 20 µM; purified bovine IAP, 30 min;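 active means over 50% inhibition of intestinal alkaline phosphatase at 20 µM in the single-dose screen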
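Assay system – bovine IAP enzyme · Quantity – bovine IAP at 1/65,000,000 final dilution · Detection – CDP-star luminescence signal · Times – 30 min reaction at room temperature · Also added – CDP-star substrate at 30 µM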
PPARg SRC-3 ag: PPARgamma agonists recruiting SRC-3 coactivator, primary screen, biochemical; Peroxisome proliferator-activated receptor gamma (Homo sapiens), P37231; biochemical PPARgamma/SRC-3 coactivator recruitment assay; 200,000 compounds, 0.26% hits; activation, % at 8 µM; in the data active means activation above about 23%;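 further: 0% = DMSO and 100% = reference agonist; some compounds past the cut are filed as inactive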
Target sequence (P37231 whole entry, looked up): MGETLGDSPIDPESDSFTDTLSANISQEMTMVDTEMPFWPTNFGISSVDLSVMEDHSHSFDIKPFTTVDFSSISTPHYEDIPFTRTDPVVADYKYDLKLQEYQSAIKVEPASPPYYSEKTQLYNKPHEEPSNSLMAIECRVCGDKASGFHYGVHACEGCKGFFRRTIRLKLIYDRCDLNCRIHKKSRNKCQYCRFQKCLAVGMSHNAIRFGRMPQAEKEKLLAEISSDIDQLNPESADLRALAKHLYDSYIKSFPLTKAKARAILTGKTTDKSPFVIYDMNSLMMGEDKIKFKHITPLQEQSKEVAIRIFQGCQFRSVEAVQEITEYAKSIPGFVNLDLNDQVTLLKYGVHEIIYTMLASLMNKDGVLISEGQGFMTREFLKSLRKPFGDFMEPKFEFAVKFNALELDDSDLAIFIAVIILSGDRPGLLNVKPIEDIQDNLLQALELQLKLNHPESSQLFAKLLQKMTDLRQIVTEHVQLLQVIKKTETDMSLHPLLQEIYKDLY
bIAP act: bovine intestinal alkaline phosphatase activators, primary screen, biochemical, bovine IAP, CDP-star luminescence; purified bovine IAP, 30 min; hits give high values; fold of DMSO-control signal, blank-subtracted; activation factor at 20 µM; 200,000 compounds, 0.17% hits; AID 1016, 2008;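 active means activation factor of 2 or more at 20 µM, a signal rise over negative controls twice the positive control's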
PPARg SRC-1 ag: PPARgamma agonists recruiting SRC-1 coactivator, primary screen, biochemical; Peroxisome proliferator-activated receptor gamma (Homo sapiens), P37231; PPARgamma-SRC-1 coactivator recruitment biochemical assay; activation, % at 8 µM; 200,000 compounds, 0.41% hits; AID 631, 2007; in the data active means activation above about 19%;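 further: 0% = DMSO and 100% = reference agonist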
TNAP inh noacc: human TNAP enzyme inhibitors, primary screen, biochemical, luminescent, no phosphate acceptor, uHTS; Alkaline phosphatase, tissue-nonspecific isozyme (Homo sapiens), P05186; purified TNAP, CDP-star luminescence, 30 min; inhibition, % at 20 µM; 200,000 compounds, 0.26% hits;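 active means tissue-nonspecific alkaline phosphatase inhibition above about 50% at 20 µM in the single-dose screen, limit read from the data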;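 further: 0% = DMSO negative control and 100% = EDTA positive control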
PPARg SRC2 recr: agonists of PPARg-SRC-2 recruitment, primary screen, biochemical, HTS; PPARgamma LBD-SRC-2 recruitment; activation, % at 8 µM; 200,000 compounds, 0.34% hits; AID 1032, 2008; in the data active means activation above about 22%;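 further: 0% = vehicle and 100% = reference agonist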
SRC2 TRFRET art: TR-FRET signal artefacts, primary screen, artefact control for PPARgamma SRC-2 agonist project, biochemical | TR-FRET artefact counter-screen; hits give high values | 200,000 compounds, 0.4% hits | TR-FRET ratio at 8 µM; in the data active means TR-FRET ratio above about 2000; further: inactives centre near 1500
Efa HMGR inh: inhibitors of E. faecalis class II HMGR, primary screen, biochemical, Enterococcus faecalis | HMG-CoA reductase (Enterococcus faecalis, mvaE) | purified E. faecalis HMGR, NADPH absorbance 340 nm kinetic | inhibition, % at 10 µM | 190,000 compounds, 0.41% hits;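 active means inhibition above a set limit, the median over all tested compounds plus 3 SD, cut at about 9.5% in these data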;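 further: enzyme runs in reverse so mevalonate oxidation gives rising NADPH absorbance; 0% = complete reaction with DMSO and 100% = background rate lacking mevalonate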
TNAP act hi DEA: TNAP activators at high phosphate acceptor level, primary screen, biochemical, luminescence, uHTS; Alkaline phosphatase, tissue-nonspecific isozyme (Homo sapiens), P05186; purified TNAP, CDP-star luminescence, 1 M DEA, 30 min; hits give high values; 0 = EDTA background, 1 = DMSO-only activity; activation factor at 20 µM; 200,000 tested, under 10 active;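 active means activation factor at least 2 at 20 µM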
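Control set: EDTA negative control, DMSO positive control / Assay system: human TNAP / Quantity: TNAP 1/800 final / Evaluation: TNAP activation factor scaled between EDTA and DMSO control wells / Measured by: luminescent substrate turnover signal / Compound dosing: one dose, 20 µM / Times: 30 min enzyme reaction at room temperature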
* hit, by the source's call; · = no result given.

1. O=C(c1cnn(-c2ccccc2)c1-n1cccc1)N1CCN(C2CCCCC2)CC1
2. CCC(C)NC(=O)C1(NC(=O)Nc2ccccc2)CCCCC1 (centres undefined)
3. Cc1ccc(NC(=O)c2cc(-c3ccco3)on2)cc1
4. COCCn1c(-c2ccc(-c3ccccc3Cl)o2)nc2c1c(=O)[nH]c(=O)n2CC(C)C
5. O=C(O)C1CCC(N2C(=O)C3CCCCC3C2=O)CC1 (centres undefined)
6. O=C(c1ccccc1-c1ccccc1)N1CCCCC1
7. CCOC(=O)CNC(=O)CNC(=O)c1ccc(OCC(C)C)cc1
8. CCCCn1c(=O)[nH]c(=O)c2c1nc(-c1ccncc1)n2CCOC
assay / entry,1,2,3,4,5,6,7,8
TNAP inh hiacc,2,-7,-4,-3,-7,0,-10,-4
bIAP inh,-14,4,5,-6,7,0,-1,17
PPARg SRC-3 ag,-1,6,8,1,5,2,14,-7
bIAP act,1.1,1,0.9,1.1,0.9,1,1,0.8
PPARg SRC-1 ag,4,6,2,15,3,0,5,-1
TNAP inh noacc,-1,-18,-17,-4,-19,-7,-5,-11
PPARg SRC2 recr,5,8,7,5,6,4,6,0
SRC2 TRFRET art,1488,1634,1641,1713,1618,1492,1689,1616
Efa HMGR inh,-1,-3,-2,-2,-3,-2,2,1
TNAP act hi DEA,1,1.1,1,1,1.1,1,1.1,1

Grouped by structure, the entries above containing an NH in an aromatic ring.
4. COCCn1c(-c2ccc(-c3ccccc3Cl)o2)nc2c1c(=O)[nH]c(=O)n2CC(C)C
8. CCCCn1c(=O)[nH]c(=O)c2c1nc(-c1ccncc1)n2CCOC
assay / entry,4,8
TNAP inh hiacc,-3,-4
bIAP inh,-6,17
PPARg SRC-3 ag,1,-7
bIAP act,1.1,0.8
PPARg SRC-1 ag,15,-1
TNAP inh noacc,-4,-11
PPARg SRC2 recr,5,0
SRC2 TRFRET art,1713,1616
Efa HMGR inh,-2,1
TNAP act hi DEA,1,1

(cont.)
9. c1ccc(NC2=NCCCCS2)cc1
10. Cc1cccc(C)c1OCCn1nc(C(=O)O)c2ccccc2c1=O
11. O=C(NCCN1CCCC1)c1ccccc1Cl
12. CC(C)C(NC(=O)c1ccc(C(C)(C)C)cc1)C(=O)NC1=NCCS1 (centres undefined)
13. Cc1[nH]c2ccccc2c1/C=N/Nc1ccccc1[N+](=O)[O-]
14. COc1ccc(C(=O)OCC2CC(c3ccccc3)=NO2)cc1OC (centres undefined)
15. Cc1[nH]c(=S)n(CC2CCCO2)c1C (centres undefined)
16. O=C1CCCc2c1nc(-c1ccco1)n2O
assay / entry,9,10,11,12,13,14,15,16
TNAP inh hiacc,-1,-3,-1,-5,18,-9,·,-4
bIAP inh,2,12,-8,7,2,-5,·,8
PPARg SRC-3 ag,16,0,3,-5,4,8,-12,8
bIAP act,1,0.9,1.1,0.9,1,1.1,·,0.9
PPARg SRC-1 ag,0,2,-1,8,-4,5,-12,4
TNAP inh noacc,-8,-8,-10,-4,12,-8,·,-10
PPARg SRC2 recr,14,6,2,5,2,5,0,8
SRC2 TRFRET art,1626,1678,1493,1522,1655,1726,1500,1472
Efa HMGR inh,4,0,1,-4,-8,1,6,0
TNAP act hi DEA,1,1,1,1,0.8,1.1,·,1

17. CC(=O)Nc1ccc(NC(=O)Cn2ccc([N+](=O)[O-])n2)cc1
18. CN1CCN(CC#CC(C)(O)C2CC3C=CC2C3)CC1 (centres undefined)
19. Cc1ccc(S(=O)(=O)NC(=O)Nc2ccc(F)cc2)cc1
20. COCCNC(=O)c1ccccc1NC(=O)c1ccccc1N(C)S(C)(=O)=O
21. O=C(Nc1cccc(Oc2ccc3c(c2)C(=O)NC3=O)c1)c1ccco1
22. CCCC(c1nnnn1Cc1ccc(OC)cc1)N1CCC(C(N)=O)CC1 (centres undefined)
23. OCCCNC(c1ccccc1)c1ccc(O)cc1 (centres undefined)
24. COc1ccc(N2C(=O)/C(=C/c3cccnc3)NC2=S)cc1
assay / entry,17,18,19,20,21,22,23,24
TNAP inh hiacc,0,-4,6,0,2,-8,-2,2
bIAP inh,1,6,5,1,8,-26,8,6
PPARg SRC-3 ag,-4,-3,0,-1,3,-13,2,4
bIAP act,1,0.9,1,1,0.9,1.3,0.9,0.9
PPARg SRC-1 ag,-6,1,-4,8,0,1,6,7
TNAP inh noacc,-3,-10,-1,-7,1,-10,-5,-3
PPARg SRC2 recr,-8,5,8,1,17,-3,0,5
SRC2 TRFRET art,1469,1594,1528,1605,1520,1374,1574,1778
Efa HMGR inh,-2,0,1,6,1,-3,-2,3
TNAP act hi DEA,1,1,0.9,1,1,1.1,1,1

25. CCN1CCN(C(c2cccs2)C(C)NC(=O)c2ccccc2F)CC1 (centres undefined)
26. Cc1ccc([N+](=O)[O-])cc1N1C(=O)CS/C1=N\NC(=O)c1cccnc1
27. O=C(CCCOc1ccccc1)NCCc1ccccc1
28. O=C1CC(c2cccc(Oc3ccccc3)c2)NC(=O)N1 (centres undefined)
29. COCC(C)n1c(C)cc(C(=O)COC(=O)c2ccc3c(c2)NC(=O)CS3)c1C (centres undefined)
30. O=c1[nH]c2cc3c(cc2cc1CN(Cc1nnnn1CC1CCCO1)C1CCCCC1)OCO3 (centres undefined)
31. COc1ccc(/C=N/Nc2ccc([N+](=O)[O-])cc2S(=O)(=O)N2CCN(C)CC2)cc1
32. COc1ccc(Cl)cc1NC(=O)C1CCCN(c2cc(C)nc3ncnn23)C1 (centres undefined)
assay / entry,25,26,27,28,29,30,31,32
TNAP inh hiacc,-3,3,0,-4,-1,-1,14,-3
bIAP inh,11,-12,4,17,1,17,0,11
PPARg SRC-3 ag,3,8,-2,-1,-2,6,6,-1
bIAP act,0.9,1.1,1,0.8,1,0.8,1,0.9
PPARg SRC-1 ag,1,6,-1,4,-3,6,-1,-5
TNAP inh noacc,-11,-7,-4,-14,-18,-5,-4,-2
PPARg SRC2 recr,-1,-2,-12,0,-7,2,11,-3
SRC2 TRFRET art,1625,1722,1525,1647,1527,1480,1563,1469
Efa HMGR inh,-1,-4,0,0,-7,3,4,-5
TNAP act hi DEA,1,1,1,1,1,1,0.9,1

33. CCc1nc(N[C@@H](Cc2c[nH]c3ccccc23)C(=O)O)c2oc3ccccc3c2n1
34. Cc1oc(-c2ccccc2)cc1C(=O)Nc1cccc(C(=O)O)c1
35. CCC(C)C(=O)Nc1nc(C)c(-c2csc(Nc3cc(Cl)ccc3OC)n2)s1 (centres undefined)
36. CCCOC(=O)C(C)n1c(-c2ccccc2)nc2ccccc2c1=O (centres undefined)
37. COC(=O)C(NC(=O)c1ccc(OC)cc1)(Nc1ncc(S(=O)(=O)c2ccc([N+](=O)[O-])cc2)s1)C(F)(F)F (centres undefined)
38. CCOC(=O)c1sc(NC(=O)Nc2ccc(Cl)cc2)cc1C
39. C=CCn1c(COc2ccc(Cl)cc2)nnc1SCC(=O)NCC(=O)OCC
40. Cc1ccc(-c2nnn(CC(=O)N(c3ccc4c(c3)OCCO4)C(C(=O)NCC3CCCO3)c3ccc(F)cc3)n2)o1 (centres undefined)
assay / entry,33,34,35,36,37,38,39,40
TNAP inh hiacc,-4,-6,-5,-2,1,0,-7,-4
bIAP inh,12,11,5,4,-6,13,-7,-3
PPARg SRC-3 ag,-1,2,1,3,4,1,-11,0
bIAP act,0.9,0.9,1,1,1.1,0.9,1.1,1
PPARg SRC-1 ag,4,1,-1,-2,-2,4,1,-3
TNAP inh noacc,-14,-4,-9,7,-4,-7,-7,-9
PPARg SRC2 recr,9,15,2,1,-2,3,-11,6
SRC2 TRFRET art,1714,1493,1584,1647,1486,1537,1484,1571
Efa HMGR inh,-10,-2,-3,0,2,-6,1,1
TNAP act hi DEA,1,1.1,1.1,1,1,1,1.1,1

41. Cc1ccccc1NC(=O)Cn1nnc(C(=O)NCc2ccco2)c1N
42. NS(=O)(=O)c1ccc(CNC(=O)C2CCCCC2)cc1
43. C1=CCC(/C=N/n2cnnc2)CC1 (centres undefined)
44. Nc1nnc(SCC(=O)c2ccc([N+](=O)[O-])cc2)s1
45. COc1ccc(Cc2c(N)nc(C)nc2N)cc1
46. COCCn1c(N/N=C(C)/C=C/c2ccccc2)nc2c1c(=O)[nH]c(=O)n2C
47. O=C(CCCN1C(=O)c2cccc3cccc(c23)C1=O)NCc1ccco1
48. Cn1c(Cc2ccc3c(c2)OCO3)nnc1SCC(=O)NC1CCCC1
assay / entry,41,42,43,44,45,46,47,48
TNAP inh hiacc,-4,-2,0,2,-3,-14,-5,-5
bIAP inh,6,4,3,-6,-7,-179,-4,-1
PPARg SRC-3 ag,1,8,4,3,1,-1,-5,0
bIAP act,0.9,1,1,1.1,1.1,2.8*,1,1
PPARg SRC-1 ag,3,-3,8,0,-3,5,-6,4
TNAP inh noacc,-9,-12,-8,-3,-13,-380,-9,-8
PPARg SRC2 recr,5,-1,0,6,-4,4,-10,12
SRC2 TRFRET art,1656,1488,1518,1559,1604,1488,1415,1675
Efa HMGR inh,13*,-5,-7,-1,0,-9,0,-3
TNAP act hi DEA,1,1,1,1,1,1.1,1,1

49. COCCN(C(=O)CNC(=O)c1ccco1)C(C(=O)NC1CCCCC1)c1cccs1 (centres undefined)
50. Cc1ccc(OCc2nnc(SCC(=O)N3CCOCC3)n2C)cc1
51. O=c1[nH]c(/C=C/c2ccc(Br)cc2)nc2c1cnn2-c1ccccc1
52. CCc1ccccc1S(=O)(=O)Cc1ccc(C(=O)NCC2CCCO2)o1 (centres undefined)
53. Cc1ccc(S(=O)(=O)NC(CC(=O)NCc2ccco2)c2ccco2)cc1 (centres undefined)
assay / entry,49,50,51,52,53
TNAP inh hiacc,-2,-11,-7,-4,-2
bIAP inh,1,-3,-8,-2,-10
PPARg SRC-3 ag,1,-1,3,-1,0
bIAP act,1,1,1.1,1,1.1
PPARg SRC-1 ag,5,6,-3,-3,1
TNAP inh noacc,-3,-6,-103,-7,-5
PPARg SRC2 recr,5,7,-4,-1,5
SRC2 TRFRET art,1635,1501,1453,1583,1631
Efa HMGR inh,-4,-2,-5,7,1
TNAP act hi DEA,1,1.1,1.1,1,1

Entries from the list above that have a COOH group:
5. O=C(O)C1CCC(N2C(=O)C3CCCCC3C2=O)CC1 (centres undefined)
10. Cc1cccc(C)c1OCCn1nc(C(=O)O)c2ccccc2c1=O
33. CCc1nc(N[C@@H](Cc2c[nH]c3ccccc23)C(=O)O)c2oc3ccccc3c2n1
34. Cc1oc(-c2ccccc2)cc1C(=O)Nc1cccc(C(=O)O)c1
assay / entry,5,10,33,34
TNAP inh hiacc,-7,-3,-4,-6
bIAP inh,7,12,12,11
PPARg SRC-3 ag,5,0,-1,2
bIAP act,0.9,0.9,0.9,0.9
PPARg SRC-1 ag,3,2,4,1
TNAP inh noacc,-19,-8,-14,-4
PPARg SRC2 recr,6,6,9,15
SRC2 TRFRET art,1618,1678,1714,1493
Efa HMGR inh,-3,0,-10,-2
TNAP act hi DEA,1.1,1,1,1.1

Source: PubChem BioAssay (several laboratories)
